Screens: PubChem, National Center for Advancing Translational Sciences (NCATS)
12-LOX inh: blocks human arachidonate 12S-lipoxygenase; purified 12hLO, xylenol orange hydroperoxide absorbance; Potency, µM (series often up to 108 µM), for inactives: at the highest dose activity change, negative = inhibition, usual class: inhibitors; actives 1.1% (n = 580,000); active = well fitted inhibition curve with a large enough effect; inconclusive = small, poorly fitted or top-dose-only effect, or another doubt; inactive = no such curve, though single readings can be large or run the other way
Target sequence (P18054 whole entry, looked up): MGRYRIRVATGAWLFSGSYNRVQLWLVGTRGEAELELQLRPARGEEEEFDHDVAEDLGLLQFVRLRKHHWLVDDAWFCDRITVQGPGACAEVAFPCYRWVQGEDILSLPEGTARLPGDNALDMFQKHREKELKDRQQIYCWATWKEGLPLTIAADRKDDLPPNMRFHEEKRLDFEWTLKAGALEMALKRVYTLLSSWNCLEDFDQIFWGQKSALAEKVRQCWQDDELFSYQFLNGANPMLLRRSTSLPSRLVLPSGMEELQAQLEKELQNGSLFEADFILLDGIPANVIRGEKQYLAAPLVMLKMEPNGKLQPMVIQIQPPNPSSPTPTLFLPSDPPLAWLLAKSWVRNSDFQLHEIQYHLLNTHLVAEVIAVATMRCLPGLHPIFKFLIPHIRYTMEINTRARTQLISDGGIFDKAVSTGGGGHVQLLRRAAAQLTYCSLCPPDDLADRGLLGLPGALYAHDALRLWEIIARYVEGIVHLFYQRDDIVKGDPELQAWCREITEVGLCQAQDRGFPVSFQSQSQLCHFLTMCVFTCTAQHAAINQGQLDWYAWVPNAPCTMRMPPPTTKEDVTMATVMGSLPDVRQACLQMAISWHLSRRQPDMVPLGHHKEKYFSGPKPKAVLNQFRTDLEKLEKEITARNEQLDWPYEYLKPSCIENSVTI
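Purified human 12hLO (150 nM final) in 25 mM Hepes, 0.01% Triton X-100, pH 7.0 was preincubated 15 min at room temperature with compound. Then 40 uM arachidonic acid was added, 30 min. Hydroperoxide was read by Fe-XO absorbance ratio 573/405 nm.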
Active calls of the source: *; ? = inconclusive; [ ] = remark or other dose. % is scaled to controls: 0 for no effect and ±100 for the full control effect; potency is read from the fitted curve at half-maximal effect. A portion of the library; rates above refer to the full screens.

SMILES | 12-LOX inh
O=[S+]([O-])(c1cccs1)N1CCCC2(CC(c3cccc(C(F)(F)F)c3)=NO2)C1 (configuration not stated) | ?
Cc1ccc(NC(=O)C2CCN(C(=O)N3CCOc4ccccc43)CC2)c(Cl)c1 | 10%
CCOc1ccc2c(c1)cc(C(=O)Nc1ccc(F)cc1)n2C | 33%[activator]
O=C(NCc1ccccc1)C1CCCN(c2cnc3ccccc3n2)C1 (configuration not stated) | 19%
Cc1cc(C=c2sc3nc4ccccc4n3c2=O)c(C)n1-c1ccccc1 | ?
COc1ccccc1CN1CC[C@@]2(CCCN(S(=O)(=O)c3ccccc3)C2)C1 | 1%[57.4 µM]
Cc1cc2c(c(-c3cnccn3)c1)OC(CNC(=O)c1c(F)cccc1Cl)C2 (configuration not stated) | 2%
COc1ccccc1/C=C/c1nc(C#N)c(NCCCN2CCOCC2)o1 | 4%
O=C(NC1CC1)[C@@H]1C[C@H](Oc2ccccc2)CN1C(=O)c1n[nH]c(=O)c2ccccc12 | 38%[activator]
O=C(Nc1cccc(-c2nc3cc(Cl)ccc3o2)c1)c1ccc(Br)o1 | 3%
COC(=O)Cc1c(C)c2ccc(OCC(=O)C(C)(C)C)c(C)c2oc1=O | -2%
CCc1ocnc1C(=O)N1C[C@H]2OC(=O)N(CCCN3CCOCC3)[C@H]2C1 | 18%
Cc1cccc(CNC(=O)CN2CC3CC(C2)[C@H]2CCCC(=O)N2C3)c1 (some centres not stated) | 24%
CCCOc1ccc(CN2C[C@@H](CO)[C@H](c3ccccn3)C2)cc1 | 30%
CC(C)OC(=O)[C@H](C)N[P@](=O)(OC[C@H]1O[C@@H](n2ccc(=O)[nH]c2=O)[C@](C)(F)[C@H]1O)Oc1ccccc1 | ?

Overlap with the part before: 5 entries; new compounds follow.
SMILES | 12-LOX inh
COC(=O)Cc1c(C)c2ccc(OCC(=O)C(C)(C)C)c(C)c2oc1=O | -2%
CCc1ocnc1C(=O)N1C[C@H]2OC(=O)N(CCCN3CCOCC3)[C@H]2C1 | 18%
Cc1cccc(CNC(=O)CN2CC3CC(C2)[C@H]2CCCC(=O)N2C3)c1 (some centres not stated) | 24%
CCCOc1ccc(CN2C[C@@H](CO)[C@H](c3ccccn3)C2)cc1 | 30%
CC(C)OC(=O)[C@H](C)N[P@](=O)(OC[C@H]1O[C@@H](n2ccc(=O)[nH]c2=O)[C@](C)(F)[C@H]1O)Oc1ccccc1 | ?
O=C1CCCCC(CNC(=O)c2ccccc2F)N1 (configuration not stated) | 22%
COC(=O)c1[nH]c2cc(OC)ccc2c1NC(=O)CN1CCCCC1C (configuration not stated) | 57%[activator]
CC(C)NC(=O)N1CCCC2(CCN(S(=O)(=O)c3ccccc3)CC2)C1 | 6%[57.4 µM]
COc1cccc(Nc2nc3ccccc3nc2C(=O)OCC(C)C)c1 | ?
CCOc1ccccc1NC(=O)N1CCC(Oc2ncccc2C(=O)N2CCCCC2)C1 (configuration not stated) | 44%[activator]
COc1cccc(NC(=O)N2CC(=O)N3[C@@H](CO)[C@@H](c4ccc(Br)cc4)[C@@H]3C2)c1 | -29%
COc1ccc(-c2c(C)oc3cc(OCc4ccccc4)ccc3c2=O)cc1OC | 9%
CC/C=C(/C)C(=O)NCc1ccc(C(=O)NC(C)CC)cc1 (configuration not stated) | -14%
COc1ccc([C@H]2C[C@@H](O)[C@@H](O)[C@@H]2NCc2cnn(C)c2)cc1 | ?
CC1(c2ccccc2)N(Cc2ccccc2C#N)C(=O)OC12CCN(C(=O)CN1CCOCC1)CC2 (configuration not stated) | 24%
CC(C(=O)Nc1ccc2[nH]c(=O)[nH]c2c1)N(C)Cc1ccc(Cl)cc1Cl (configuration not stated) | 7%
CC(=O)NC1=NN(C(C)=O)C2(S1)C(=O)N(C)c1ccc(F)cc12 (configuration not stated) | ?
O=C(c1ccc(N2C(=O)CCS2(=O)=O)cc1Cl)N1CCCCC1 | 25%
COc1ccc(CNC(=O)Cc2c(C)c3c(OC(C)=O)cc(OC(C)=O)cc3oc2=O)cc1 | ?
O=C(CCC1CCCC1)N(Cc1ccncc1)C1CC1 | 9%
FC(F)Oc1ccc(CNC23CC4CC(CC(C4)C2)C3)cc1 | 11%
Nc1[nH]c(C(=O)c2ccccc2)c(-c2ccccc2C(F)(F)F)c1C(=O)NCc1ccc(F)cc1 | ?
COC(=O)[C@@H]1Cc2c([nH]c3ccccc23)[C@H]2C[C@@H](NCCN3CCOCC3)C[C@@H](c3ccc(F)c(F)c3)N21 | ?
CCN(CC)S(=O)(=O)c1cc(C)c(C)c(N)c1 | 2%
Cc1nc(N2CCC(NC(=O)c3ccsc3)CC2)cc(C(F)(F)F)n1 | 21%
O=C(/C=C/c1ccc(-c2ccccc2Cl)o1)c1ccc(F)cc1 | 11µM*
CC(NC(=O)C1CC1C)c1ccc2c(c1)CCCC2 (configuration not stated) | -44%
COc1ccc(C(=O)COC(=O)c2ccc(F)cc2F)c(OC)c1 | ?
COc1ncc2nc(-c3ccccc3)c(=O)n(Cc3cccs3)c2n1 | 55%[activator]
Cc1cc(=O)c(C(=O)OCCOc2ccccc2)nn1-c1cccc(C(F)(F)F)c1 | -4%
COc1cc(C2CC(=O)Nc3c(-c4ccccc4)nsc32)c(OC)c2c1OCO2 (configuration not stated) | 6%
COc1ccccc1N1CCCc2ncc(C(=O)NCc3ccccc3)cc21 | 10%[176 µM]
Cc1ccc(C2=NC3(CCN(C(=O)c4ccc(C)c(F)c4)CC3)ON2)cc1 | ?
CCC(=O)N1CCC(Oc2ncccc2C(=O)N(C)C)C1 (configuration not stated) | 37%[activator]
O=C(N[C@@H]1COCC[C@@H]1OCc1ccccc1)c1ccc2ncsc2c1 | 0%

Part of the list above in order of length of the SMILES, falling.
SMILES | 12-LOX inh
COC(=O)[C@@H]1Cc2c([nH]c3ccccc23)[C@H]2C[C@@H](NCCN3CCOCC3)C[C@@H](c3ccc(F)c(F)c3)N21 | ?
CC(C(=O)Nc1ccc2[nH]c(=O)[nH]c2c1)N(C)Cc1ccc(Cl)cc1Cl (configuration not stated) | 7%
COC(=O)Cc1c(C)c2ccc(OCC(=O)C(C)(C)C)c(C)c2oc1=O | -2%
CCOc1ccc2c(c1)cc(C(=O)Nc1ccc(F)cc1)n2C | 33%[activator]

Continuation:
SMILES | 12-LOX inh
COc1ccc(C(=O)NCc2ccc(C)cc2)cc1 | 19%
Cn1c(=O)c2c(ncn2CC(=O)Nc2ccccc2Br)n(C)c1=O | -10%
COc1ncc2nc(-c3cc(F)cc(F)c3)c(=O)n(CCc3ccccc3)c2n1 | 11%
CCn1nccc1C(=O)N1CC(Oc2ccc(-c3nc(C)no3)cc2)C1 | 19%
O=C1N[C@@H]2CCN(S(=O)(=O)Cc3ccccc3)[C@@H]2C(=O)N1c1ccc(F)cc1 | ?
CN1C(=O)CN(Cc2ccccc2C#N)C(=O)c2ccccc21 | 56%
CC(C)CC(=O)NCC1Cn2cccc2C(=O)N1C (configuration not stated) | 20%
Cc1noc(C)c1C(=O)NC1CCCc2c1[nH]c1ccccc21 (configuration not stated) | -35%
CC1CCC(NC(=S)NC2CC2)CC1 (configuration not stated) | -4%
COc1cccc2c1OCC(CNC(=O)CCc1cn3ccccc3n1)C2 (configuration not stated) | ?
Cc1c(-c2cc(C(=O)N3CC[C@](C)(O)[C@@H](O)C3)no2)cnn1C | 33%[activator]
CC(C)n1nc(C(=O)Nc2ccc(Nc3ccccc3)cc2)c2ccccc2c1=O | -2%
COCc1nncn1C1CCN(S(=O)(=O)c2ccccc2Cl)CC1 | 4%
O=C(Nc1ccc2c(c1)CCC2)c1ccc2ccccc2c1 | -40%
CN(C)C[C@H]1O[C@@H]2C[C@@H](CC(=O)N3CCC(F)(F)C3)O[C@@H]2[C@@H]1O | -11%[176 µM]
COc1ccc(C)cc1NS(=O)(=O)c1ccc(-c2coc(C)n2)cc1 | -1%
CCCCNc1oc(/C=C/c2ccc(OC)c(OC)c2)nc1C#N | -9%
O=C(c1cc(=O)c2ccccc2o1)N1CCC(Cc2ccccc2)CC1 | -25%
CCOc1cc(=O)n2c(c1C(=O)Nc1ccc(Cl)cc1C)CCCC2 | 39%
COc1ccc(CN2CC3(CCN(C(=O)Nc4cccc(C)c4)CC3)C2=O)cc1 | 6%
O=C(CCCC(=O)OCC(=O)c1ccc([N+](=O)[O-])cc1)Nc1cc(C(F)(F)F)ccc1Cl | ?
O=C(c1cc2n(n1)CC(c1ccc(Cl)cc1)OC2)N1CCN(c2ccccc2)CC1 (configuration not stated) | -5%
Fc1ccc(-c2nc(-c3ccccn3)no2)cc1 | -2%
Cc1ccc(CN(c2ccc(C(=O)NC(C(C)C)C(C)C)cc2)S(C)(=O)=O)cc1 | -17%
C(=N\N=C1c2ccccc2-c2ccccc21)/c1c2ccccc2cc2ccccc12 | 17%
Cc1nc(-c2ccncc2)[nH]c(=O)c1CC(=O)N(C)C(C)CC(C)C (configuration not stated) | -4%
C=CCNc1nc(C2CC2)nc2c1CCN(C(=O)c1cscn1)CC2 | 20%
O=c1cc(N2CCCN(c3ccc(C(F)(F)F)cn3)CC2)nc2ccccn12 | ?
OC1(CN2CCC(c3nc(-c4ccccc4)no3)CC2)CNCCOC1 (configuration not stated) | -19%
O=C([C@@H]1C[C@H](F)CN1C(=O)c1ccc(F)cc1)N1CCOCC1 | 18%

Three of the compounds above, as tab-separated lines.
molecule	12-LOX inh
Cc1nc(-c2ccncc2)[nH]c(=O)c1CC(=O)N(C)C(C)CC(C)C (configuration not stated)	-4%
C=CCNc1nc(C2CC2)nc2c1CCN(C(=O)c1cscn1)CC2	20%
O=C(c1cc(=O)c2ccccc2o1)N1CCC(Cc2ccccc2)CC1	-25%

(cont.)
SMILES | 12-LOX inh
Cc1ccc(F)cc1NC(=O)C1CCCCC1 | -28%
O=C1CC(c2ccccc2)N(C(=O)CNC(=O)C2CCOCC2)CCCCCN1 (configuration not stated) | -3%
CCC(CC)C(=O)NC[C@H]1O[C@@H](CC(=O)N2CCN(c3ccccn3)CC2)[C@H](O)[C@@H]1O | ?
FC(F)(F)c1cccc(N/N=C/c2cccc(Br)c2)c1 | -92%
C[C@@H]1CN(C(=O)c2cc(N3CCOCC3)cc3c2OCCN3C)C[C@H](C)O1 | 7%[176 µM]
O=C(COC(=O)c1ccco1)Nc1ccc(Cl)c(C(F)(F)F)c1 | -3%
O=C(NN=C(c1ccccc1)c1ccccc1)c1ccc[n+]([O-])c1 | ?
O=C(Cn1nc2c(cc1=O)CCCCC2)Nc1ccccc1 | 35%[activator]
COc1ccc(/C=C(/C#N)c2nc3ccccc3[nH]2)cc1 | -5%
CCc1nc(-c2c3n(c(=O)n(CC(=O)Nc4cc(C)ccc4C)c2=O)CCCC3)no1 | 0%
COCc1nc2nc(-c3ccccc3)c(-c3ccccc3OC)cc2n1C | ?
CSCC(=O)N[C@H]1CCN2C(=O)c3cc(-c4ccccc4F)ccc3NC(=O)[C@H]12 | -7%[176 µM]
COCCNC(=O)[C@@H]1C[C@@H](O)CN1C1CCN(C(=O)COc2ccccc2)CC1 | 34%[activator]
O=c1[nH]c(=O)n(Cc2ccccc2)c2ncn(Cc3ccco3)c12 | -49%
O=C(NCc1nnc2n1C(C(=O)N1CCN(c3ncccn3)CC1)CC2)c1cccnc1 (configuration not stated) | 0%[6.33 µM]
COc1ccc(CNC(=O)N2CCC[C@H]2C(=O)N2CCCCCCNC(=O)CC2)cc1 | 41%[activator]
O=C1CCC2(C(=O)NCCN3CCOCC3)CCCC=C2N1c1ccccc1 (configuration not stated) | 22%
Cn1cccc1C(=O)N1CCC2(CCCN(Cc3ccc(C#N)cc3)C2)CC1 | 19%[57.4 µM]
COc1cccc(-c2nc3nc(C)cc(C)n3c2Nc2c(C)cccc2C)c1 | -1%
CCC(NC(=O)CC1C=CCC1)C12CC3CC(CC(C3)C1)C2 (configuration not stated) | 14%
CC1CCCN(C(=O)c2ccc(CN(c3ccccc3)S(C)(=O)=O)cc2)C1 (configuration not stated) | -8%
Cn1cc(CN2CCNc3cc(Nc4cccnc4)ncc3C2)cn1 | 100%[activator][176 µM]
CS(=O)(=O)N(C1CCOCC1)C1CN(C(=O)c2ccoc2)C1 | 8%
CCOc1nccnc1NC1CCN(C(=O)c2ccc(C)s2)CC1 | 36%[activator]
Cc1nc(CNC(=O)[C@H]2CCC[C@@H](O)C2)nc2c1CCCC2 | -36%
C=CCOc1ccc(/C=C(\C#N)c2nc3cc(C)c(C)cc3[nH]2)cc1OC | ?
CCOC(=O)CN(Cc1cccs1)CC1CCCO1 (configuration not stated) | 3%
COc1ccc(C2CC(=O)NC(SCC(=O)Nc3ccccc3F)=C2C#N)cc1OC (configuration not stated) | -11%
CC12CC3CC(C)(C1)CC(C(=O)NC(C)(C)CO)(C3)C2 | ?
COc1ccc(-c2noc([C@@H]3C[C@H](NCc4ccc(S(C)(=O)=O)cc4)CN3C)n2)cc1 | 95%[activator]
COc1ccc(C(C)=O)c(F)c1 | -23%
Cc1ccc(C)c(NC(=O)CSc2ccc(N3CCC(C(=O)N4CCCCC4)CC3)nn2)c1 | -8%
CCn1c(SCC(=O)N(C)Cc2ccc(-c3ccc(Cl)cc3)o2)nnc1C1CC1 | ?
CCc1ccc(/C=C/C(=O)NCc2ccco2)o1 | -15%
O=S(=O)(c1ccccc1)N1CCC2(CCN(c3ccccc3)CC2)CC1 | 3%[57.4 µM]
CC(=O)Nc1ccc(NC(=O)CSc2ncnc3nc[nH]c23)cc1 | 2%
